From PubChem BioAssay
ERAP1 HTS inh = human ERAP1 aminopeptidase inhibitors, primary screen, biochemical, single point, plate reader. Endoplasmic reticulum aminopeptidase 1 (Homo sapiens), Q9NZ08. recombinant ERAP1, Leu-AMC fluorescence, 60 min. inhibition, % at 10.7 µM. actives 0.15% (n = 340,000);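 active means mean replicate inhibition of at least 30%, or all replicates individually reaching that 30% level; inactive means mean below 30% and not every replicate reaching it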;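 further: 0% = neutral control wells and 100% = L-leucinethiol positive control wells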
RAD54 inh = inhibitors of human RAD54 branch migration, primary screen, biochemical, fluorescence, single point | actives 0.14% (n = 360,000) | inhibition, % at 10.4 µM | RAD54 Holliday junction branch migration, FAM/BHQ fluorescence;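 active means mean normalized replicate activity at least 40 and at least half of replicates scoring 40 or more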;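 further: 0% = median of neutral control wells and 100% = median of positive control wells; inhibitors cause a drop in the FAM fluorescence signal; in these data hits start at about 50%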
RAD52 anneal inh = RAD52 DNA annealing inhibitors, primary screen, biochemical, FRET, single point, set 2; actives 0.46% (n = 360,000); AID 651710, 2012; DNA repair protein RAD52 homolog (Homo sapiens), P43351; recombinant RAD52 DNA annealing, FRET fluorescence; inhibition, % at 18.7 µM;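 active means every replicate showing at least 50% inhibition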
esBAF inh = Bmi1 luciferase reporter increase in mESCs, primary screen, esBAF inhibitor project, mouse ES cells, Bmi1 luciferase knock-in, single point; reporter increase, % at 12.5 µM; AID 602393, 2012; actives 2% (n = 350,000); 24 h; 100% = twice the neutral-well signal; in the data active means activation above about 40%;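 further: 0% = median of the plate's neutral control wells and 100% = double that signal; a rise in the Bmi1 reporter signal indicates esBAF inhibition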
ERp5 inh = inhibitors of ERp5-driven insulin aggregation, primary screen, biochemical, turbidity, absorbance 650 nm, single point; actives 0.05% (n = 350,000); AID 651711, 2012; 90 min; inhibition, % at 9.99 µM;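 active means mean replicate inhibition above about 25%, with every replicate also reaching it, limit read from the data, passing the limit was not always enough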
E-selectin induc = E-selectin induction in HUVECs, primary screen, imaging, HUVEC, immunofluorescence imaging, single point; P16581; normalized: neutral wells 0, TNF-alpha wells 100; activation, % at 7.58 µM; actives 0.37% (n = 260,000);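 active means mean E-selectin-positive cell signal at least 10% of the positive control, reached in at least 60% of replicates, without over 20% cell loss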;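 further: in these data hits start at about 27%; measured in HUVEC primary endothelial cells; signal is the percent of cells scored E-selectin positive by PE staining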
Target sequence (P16581 whole entry, looked up): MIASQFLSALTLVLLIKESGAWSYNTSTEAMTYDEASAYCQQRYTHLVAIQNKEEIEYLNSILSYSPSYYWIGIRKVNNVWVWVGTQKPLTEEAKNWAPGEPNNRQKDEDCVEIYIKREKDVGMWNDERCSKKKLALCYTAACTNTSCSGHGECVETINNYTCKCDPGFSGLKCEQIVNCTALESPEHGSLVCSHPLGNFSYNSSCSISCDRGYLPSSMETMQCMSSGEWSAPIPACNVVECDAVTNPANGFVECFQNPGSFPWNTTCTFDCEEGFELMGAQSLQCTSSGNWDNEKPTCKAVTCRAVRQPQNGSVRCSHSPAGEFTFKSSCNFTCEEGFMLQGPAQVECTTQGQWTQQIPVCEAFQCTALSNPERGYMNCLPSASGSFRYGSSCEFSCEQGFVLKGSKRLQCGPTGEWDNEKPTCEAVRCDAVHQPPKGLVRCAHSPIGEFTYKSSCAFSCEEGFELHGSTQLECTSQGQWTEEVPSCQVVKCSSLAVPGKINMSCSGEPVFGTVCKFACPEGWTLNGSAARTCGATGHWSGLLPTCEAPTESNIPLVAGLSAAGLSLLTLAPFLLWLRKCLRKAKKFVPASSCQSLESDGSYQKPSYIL
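material = human umbilical vein endothelial cells (HUVEC), E-selectin induction | quantity = 3,000 cells/well | medium = EGM-2 growth medium on 0.1% gelatin-coated wells | technique = immunofluorescence imaging | read-out basis = % PE-positive cells | control set = TNF-alpha positive control, DMSO neutral control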
S100A4 MyoIIA = inhibitors of S100A4-myosin IIA peptide binding, primary screen, biochemical, fluorescence polarization, TAMRA-MyoIIA peptide; inhibition, % at 10.7 µM; actives 0.14% (n = 360,000); AID 652163, 2013;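 active means mean inhibition of at least 70% across replicates, with every replicate also reaching that level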
Target sequence (P26447 whole entry, looked up): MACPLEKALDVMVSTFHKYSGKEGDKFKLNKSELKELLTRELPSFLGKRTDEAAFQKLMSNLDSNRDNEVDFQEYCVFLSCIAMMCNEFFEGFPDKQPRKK
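Test system: S100A4 monomer protein. Medium: HEPES buffer with Ca2+, pH 7.2. Reagent: fluorescent myosin IIA peptide, 5 nM. Compound dosing: single-point compound testing. Timing: 5 min between mix addition and reading. Benchmarks: DMSO neutral and TFP positive wells.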
Xi reactivation = activators of inactive X chromosome reactivation, primary screen, imaging, XiGFP fibroblasts, GFP high-content imaging, set 2. activation, % at 7.58 µM. actives 0.055% (n = 360,000). XiGFP mouse fibroblasts, % GFP-positive cells imaging, 3 d; cells co-treated with 5-aza-dC sensitizer; scaled so ellipticine positive control = 100%;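 active means mean normalized replicate activation at least 10% and every replicate at or above 10%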;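 further: 0% = median of on-plate neutral control wells and 100% = ellipticine 6 µM median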
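Assay system – SV40-immortalized XiGFP fibroblast cells, line 68-5-11 · Buffer or medium – DMEM supplemented with 5-aza-dC as sensitizing agent · Dosing – one concentration, pinned · Benchmarks – positive control ellipticine, 6 µM final · Times – 3 days compound exposure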
Active calls of the source: *; · = not tested or not shown; & = joins results of further samples.

Value order: ERAP1 HTS inh, RAD54 inh, RAD52 anneal inh, esBAF inh, ERp5 inh, E-selectin induc, S100A4 MyoIIA, Xi reactivation
(1) O=C(CSC(=S)N1CCCC1)NCC(=O)Nc1ccccc1Br
    -0.7, 2.6, -14.4, -12.6, -1.3, -0.3, -16.0, -0.1
(2) COCC#Cc1cnc2c(c1)C(=O)N([C@H](C)CO)C[C@H](C)[C@@H](CN(C)C(=O)Nc1ccc(OC)cc1)O2
    2.4, 3.5, -2.5, 1.4, 2.2, -0.2, 1.0, -0.5
(3) Cn1nc(C(=O)Nc2ccc(S(=O)(=O)NCc3ccco3)cc2)c2ccccc2c1=O
    11.9, ·, -16.1, ·, 1.1, ·, -6.9, -0.1
(4) CCOC(=O)C1CCN(S(=O)(=O)c2ccc3c(c2)NC(=O)CS3)CC1
    1.9, -0.8, 3.8, -0.5, 4.2, -0.8, -0.7, 0.0
(5) CSc1ncnc2c1ncn2CCCNC1CCN(Cc2ccccc2)CC1
    3.5, 5.2, -17.9, -3.6, 1.3, -0.5, 3.0, 0.1
(6) O=C(Cc1ccccc1)N[C@@H]1CC[C@@H](CC(=O)N2CCOCC2)O[C@H]1CO
    -0.4, -4.3, 2.1, -4.6, -5.2, 0.0, 8.2, 0.4
(7) CCOC(=O)C1(C)CCCN(C(=O)c2ccc(F)cc2Cl)C1 (centres undefined)
    1.1, 8.3, -1.1, 10.5, 4.5, 0.0, -2.0, 0.0
(8) COc1cc(/C=C2\SC(=S)N(CCC(=O)NC3CCCC3)C2=O)cc(OC)c1OC
    0.1, 7.4, -34.4, 10.2, 3.2, ·, -4.8, 0.1
(9) COC(=O)C1(C)NC(c2ccccc2C)C2C(=O)N(c3ccccc3)C(=O)C21 (centres undefined)
    -1.4, 3.0, -14.0, -6.7, -0.3, -0.2, 6.1, 0.3
(10) O=C(O)Cc1csc(-c2cccc(Oc3ccccc3)c2)n1
    9.4&4.9, 5.8&-10.1, -23.2&-18.7, 3.2&-8.0, -3.4&1.3, -0.5&0.0, 22.3&-1.4, -0.2&-0.1
(11) O=C(NCC[C@@H]1CC[C@H](NC(=O)c2cnccn2)[C@H](CO)O1)Nc1ccc(F)cc1
    1.9, 12.9, 14.4, 9.3, -0.5, 0.2, -9.7, -0.4
(12) CCOc1cc(N2CCOCC2)c(OCC)cc1NC(=O)c1nn(CC)c(=O)c2ccccc12
    1.4, -10.0, 10.7, 6.3, -12.5, -1.5, -2.4, 0.2
(13) CC(C)(C)OC(=O)C[C@@H]1C/C=C\C[C@@H](CC(=O)N(CCO)Cc2ccccc2)C(=O)NC[C@@H](c2ccccc2)OC1=O
    ·, -2.7, -5.3, 5.6, 1.9, 0.0, -39.6, -0.3
(14) CCN(CCO)Cc1csc2ccccc12
    4.6, ·, -8.5, ·, -7.3, ·, 1.1, 0.1
(15) COc1ccc(NC(=O)N(C)C[C@H]2Oc3c(NC(=O)Nc4ccc5c(c4)OCO5)cccc3C(=O)N([C@@H](C)CO)C[C@H]2C)cc1
    0.2, -2.9, -5.1, -1.7, 12.2, ·, 14.9, -0.1
(16) Cc1cc(C)c(C#N)c(SCC(=O)c2ccccc2)n1
    -6.8, ·, -30.7, ·, -2.8, ·, 1.3, 0.4
(17) C[C@@H]1CN([C@H](C)CO)C(=O)c2cc(NC(=O)Cc3ccccc3)ccc2O[C@@H](C)CCCCO[C@H]1CN(C)C(=O)Nc1cccc2ccccc12
    -2.3, -1.9, 1.1, 2.8, -2.8, -0.1, 2.1, -0.1
(18) COc1ccccc1C(=O)NC(CCSC)C(=O)NNC(=O)c1ccccc1O (centres undefined)
    -1.8, -11.6, -3.2, 9.9, 1.5, ·, -1.1, 0.0
(19) COc1cccc(CN2CCC(C(=O)NC(C)c3cccc4ccccc34)CC2)c1 (centres undefined)
    -1.9, -2.4, -4.6, -10.4, 5.5, ·, -5.9, 0.1
(20) COc1ccc(NC(=O)NCCCCc2ccccc2)cc1
    -5.6, 1.5, -2.4, 8.3, -5.2, 0.0, -6.8, -0.1
(21) O=C(CSc1nc2ccc(NC(=O)c3ccccc3C(=O)O)cc2s1)Nc1c(Cl)cccc1Cl
    -1.9, -10.9, -3.4, 18.4, -0.6, 0.5, -2.4, 0.0
(22) O=C(O)C1CC(O)CN1C(=S)Nc1ccccc1 (centres undefined)
    -2.1, ·, 9.6, ·, 1.3, ·, -3.3, 0.1
(23) CN1C(=O)/C(=C/c2ccc(OCc3ccccc3F)cc2)N(C)C1=S
    2.8, -3.2, -11.8, 11.8, -0.6, ·, -1.6, -0.1
(24) COc1ccc(CN=Nc2cc(C)nc(NS(=O)(=O)c3ccccc3Cl)n2)cc1
    -4.1, ·, -11.4, ·, 2.0, 0.0, 4.0, 0.4
(25) CC1(C)CC(=O)C2=C(C1)OC(c1cccs1)C(C#N)=C2N (centres undefined)
    4.6, 3.7, -12.2, -4.6, 4.1, ·, 8.4, ·
(26) COc1nc(NCCO)nc(Nc2cc(Cl)ccc2OC)n1
    -1.7, 0.6, -4.0, -13.7, -0.4, ·, -8.5, 0.2
(27) C[C@@H]1CCCCO[C@@H](CN(C)S(=O)(=O)c2cn(C)cn2)[C@@H](C)CN([C@H](C)CO)C(=O)c2cc(N(C)C)ccc2O1
    0.2&-2.6&3.0, 10.8&-7.3&-1.9, -32.8&-19.7&-115.4, 0.2&3.9&0.3, -1.6&2.3&-15.6, 1.2&-0.1, 12.2&10.0&25.7, -0.1&0.1
(28) CCOC(=O)C1(CCc2ccccc2)CCN(Cc2cnc(N(C)C)s2)CC1
    -1.6, -5.3, -1.3, -9.3, 4.7, 0.1, 8.4, -0.5
(29) CN1C(=O)c2cc(NC(=O)C3CCOCC3)ccc2OC[C@H]2O[C@@H](CC(=O)NCc3ccc4c(c3)OCO4)CC[C@@H]21
    -0.2, -2.1, -13.9, 2.5, 3.6, -0.1, 8.7, 0.0
(30) COc1cccc(N2CCN(C(=O)c3cccnc3)CC2)c1
    -0.2, ·, -12.1, ·, -5.6, ·, 2.5, ·

Following part
Value order: ERAP1 HTS inh, RAD54 inh, RAD52 anneal inh, esBAF inh, ERp5 inh, E-selectin induc, S100A4 MyoIIA, Xi reactivation
(31) CCC(=O)NC(c1cccs1)c1cc([N+](=O)[O-])c2cccnc2c1O (centres undefined)
    -0.3, -22.2, -55.0, -0.4, 3.2, 1.6, 3.7, 0.0
(32) C[C@H]1CN([C@@H](C)CO)C(=O)c2cc(Br)cnc2O[C@H]1CN(C)Cc1ccccc1C(=O)O
    -5.0&0.2, -18.9&-3.2, -8.9&-8.1, -1.6&3.9, -5.2&-0.4, -0.1&0.4, 6.7&3.8, 0.0&0.4
(33) CCCCOCCCN1CC(=O)N2C(C)c3[nH]c4ccccc4c3C[C@H]2C1=O (some centres undefined)
    -5.0, 4.2, -14.4, 3.5, -1.4, 0.0, 3.3, 0.3
(34) Cc1cc(Br)c2nc(-c3ccc(F)cc3)c(Cc3cccc(Cl)c3)n2c1
    -2.2, ·, -34.1, ·, -10.6, 0.0, -1.2, -0.1
(35) Cc1ccc(S(=O)(=O)Nc2ccc3c(c2)C(=O)N([C@@H](C)CO)C[C@@H](C)[C@H](CN(C)CC2CCCCC2)O3)cc1
    -0.2, 3.1, 8.3, -1.2, -0.8, 1.4, 13.0, 0.1
(36) Cc1cccc(C(=O)NCCc2csc(C)n2)c1
    2.8, -10.2, -3.7, 7.0, 1.8, -0.7, -4.7, 0.0
(37) O=C(C[C@H]1CC[C@H](NC(=O)c2cccc(F)c2)[C@H](CO)O1)Nc1nccs1
    0.0, -8.9, -6.1, 0.5, 5.4, -0.1, -2.5, 0.4
(38) Cc1ccc(NC(=O)Cn2nnc(-c3ccc4c(c3)OCO4)n2)cc1F
    -5.5, 3.5, -1.0, -10.7, 2.9, -0.1, 3.8, 0.0
(39) O=C(CC(=O)c1ccccc1)CS(=O)(=O)c1ccccc1
    2.3, -5.5, -14.3, 14.1, -8.0, -0.2, -3.8, 0.5
(40) CCC(Cc1ccccc1)NC(=O)c1ccc2nc(N3CCOCC3)sc2c1 (centres undefined)
    ·, 2.3, 5.9, 0.6, 5.6, -0.3, -4.2, 0.3
(41) COc1ccc(OC)c(C2=C/C(=C/c3ccccn3)C(=O)O2)c1
    -7.0, ·, -52.8, ·, 2.4, -0.3, -4.4, 0.1
(42) O=C(CN(c1ccccn1)S(=O)(=O)c1ccc(F)cc1)Nc1ccc(F)cc1F
    -2.7, ·, -5.9, ·, 7.5, -0.1, -9.0, 0.1
(43) Cc1ccc2c(c1)cc(C(=O)N[C@@H](Cc1ccccc1)C(=O)O)n2C
    -4.3, -5.3, -16.0, -3.8, 0.8, ·, 20.9, 0.1
(44) CC(=O)c1ccc(O)c(CC=C(C)C)c1
    1.9, 4.4, -16.9, -0.8, -3.5, ·, 0.8, ·
(45) COc1cccc(NC(=O)C(=O)NCCCN2CCCC2=O)c1
    -3.7, -1.1, -6.2, 12.2, -5.5, ·, -1.0, -0.1
(46) O=C(CSc1nnnn1-c1cccc(F)c1)NC1CC1
    -2.4, 9.2, -2.2, -2.2, 1.3, 0.1, 0.2, 0.1
(47) O=C(c1ccc(F)cc1)N1CC(=O)N2[C@@H](CO)[C@@H](c3ccc(C#Cc4ccc(F)cc4)cc3)[C@@H]2C1
    -1.0, ·, -34.4, ·, 17.1, -0.8, 5.9, 0.1
(48) O=C(c1ccc(Cl)cc1)[C@@H]1[C@@H]2C(=O)N(c3cccc4ccccc34)C(=O)[C@@H]2C2c3ccccc3C=NN21 (some centres undefined)
    13.2, ·, -8.6, ·, -2.5, ·, -7.3, 0.2
(49) O=C(CCl)N1c2ccccc2Sc2c1ccc1ccccc21
    -0.1, -3.9, 3.7, 35.1, 8.3, 0.1, 2.8, 0.3
(50) COc1cccc(CNC(=O)CCS(=O)(=O)c2ccc3c(c2)NC(=O)CS3)c1
    0.5, -11.8, -15.9, -4.9, 6.1, ·, -0.6, 0.1
(51) CN1c2ccc(-c3cccc(F)c3)cc2[C@@H]2[C@@H](CCN2C(=O)c2ccc3c(c2)OCO3)[C@@H]1CO
    -0.9, 0.8, -6.9, -2.1, 1.0, -0.8, 11.1, 0.0
(52) Cc1nn(CC(=O)NC(C)C)c(C)c1[N+](=O)[O-]
    1.0, ·, -15.8, ·, -3.3, 2.0, 0.2, -0.1
(53) Cc1ccc(C(=O)NN2C(=O)C3C4C=CC([C@@H]3C2=O)C42CC2)cc1 (some centres undefined)
    3.0, ·, -4.7, ·, 3.7, 1.0, -3.0, 0.0
(54) Cc1nc2cc(C(=O)OCC(=O)Nc3cccc(Cl)c3)ccc2n1-c1ccccc1
    2.6, ·, -40.9, ·, -5.4, -0.2, 12.1, 0.6
